# Screens: PubChem, several laboratories
# CRFBP-R2 block: antagonists of CRF-binding protein/CRF-R2 receptor complex. HEK293 CRF-R2/CRF-BP, CRF-induced calcium fluorescence. inhibition, % at 11.8 µM. 0.59% of 350,000 active. AID 588475;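 active means inhibition of the ligand-induced calcium signal above about 50% at the single tested concentration, limit read from the data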
# CRFR2-BP ag: agonists of human CRF-binding protein/CRF-R2 receptor complex; 0.46% of 350,000 active; HEK293 CRF-R2/CRF-BP, calcium dye fluorescence (FLIPR); percent of saturating CRF peptide response; AID 588473; activation, % at 13.2 µM;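 active means activation of at least 50%, plus an integration ratio under a set limit after plate pattern correction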;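 further: plate controls were neutral control wells without compound for no effect and CRF at EC100 for full effect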
# GalR3 antag: human GalR3 antagonism. O60755. HEK293 GalR3-CNG cAMP membrane potential fluorescence; galR3 body fused to GalR1 C-terminus. inhibition, % at 3 µM. 0.44% of 360,000 active;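 active means inhibition above the screen-wide average plus 3 SD, cut at about 13% in these data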;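 further: forskolin and galanin both at EC90 stimulate the cells; cAMP rise reported by CNG channel membrane potential dye signal; 0% = forskolin plus galanin with DMSO and 100% = forskolin alone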
# Target sequence (O60755 1-299 limits assumed): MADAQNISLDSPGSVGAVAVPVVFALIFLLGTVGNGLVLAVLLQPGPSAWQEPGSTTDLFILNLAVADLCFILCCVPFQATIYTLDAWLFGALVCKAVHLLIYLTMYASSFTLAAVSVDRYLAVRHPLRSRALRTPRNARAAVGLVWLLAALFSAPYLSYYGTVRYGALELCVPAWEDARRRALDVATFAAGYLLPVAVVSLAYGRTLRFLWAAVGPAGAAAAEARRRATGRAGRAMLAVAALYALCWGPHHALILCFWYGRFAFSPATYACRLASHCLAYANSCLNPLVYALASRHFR
# Numbers without * were called inactive. Some of the compounds tested, so the mix of outcomes need not match the whole.
GalR3 antag	CRFR2-BP ag	CRFBP-R2 block	smiles
-3.8	5.6	6.5	COc1cc(/C=C2/SC(=S)N(CC(=O)NNC(=O)c3ccc(F)cc3)C2=O)cc(OC)c1OC
-1.2	-0.4	-3.8	CC1(C)CC(=O)C2=C(C1)OC1=C(C(=O)CC(C)(C)C1)C2c1ccccc1Cl
-6.2	-0.5	-1.2	COc1ccc(S(=O)(=O)N2CCCCCC2)cc1NC(=O)CCNC(=O)c1ccc(Cl)cc1
-3.1	0.9	6.0	COc1cc(/C=C2\SC(=S)N(CCCCC(=O)O)C2=O)ccc1OS(=O)(=O)c1ccc(C)cc1
-5.0	1.2	-1.8	c1cc(CCCc2ccncc2)ccn1
-7.6	0.5	2.5	COc1ccc(CNC(=O)c2cc(S(=O)(=O)N3CCCCC3)ccc2N2CCOCC2)cc1OC
4.6	-0.7	0.3	O=C(COC(=O)c1ccccc1[N+](=O)[O-])Nc1nnc(-c2ccccc2)o1
-3.9	-1.4	-6.9	O=C(c1cc(-c2ccc(Cl)s2)nc2ccccc12)N1CCOCC1
-0.8	-1.9	-0.2	CCN(CC(=O)Nc1ccc(Br)cc1)CC(=O)Nc1cc(C)on1
-1.9	-0.2	4.3	CCOc1ccc(OCCC(=O)N(CC)CC(=O)NCc2cccs2)cc1
-1.5	1.5	2.9	Cc1ccc(C(CNC(=O)c2ccco2)N2CCN(C)CC2)cc1 (centres undefined)
-6.4	5.4	-4.2	COc1ccc(Cl)cc1NC(=O)CN(C)C(=O)Cc1ccc(-c2ccccc2)cc1
-1.4	-0.2	4.5	CN(CC(=O)Nc1ccc(Cl)c(Cl)c1)C(=O)C1CCC1
-3.6	-2.5	12.8	O=C(Nc1ccc2nc(N3CCOCC3)sc2c1)c1cc2ccccc2o1
1.0	0.6	6.8	O=C(c1cccc(S(=O)(=O)N2CCN(c3ccc(F)cc3)CC2)c1)N1CCCCCCC1
-2.1	-1.7	1.1	Cc1ccc(S(=O)(=O)N2C[C@H]3N(C(=O)OC(C)C)N(C(=O)OC(C)C)C[C@H](OC(=O)NC4CCCC4)[C@@]3(O)C2)cc1
-6.0	-3.4	-1.2	CCc1ccccc1NC(=O)CN(C)C(=O)c1cc(C2CC2)nn1-c1ccccc1
-3.4	-1.3	19.5	Cc1ccc(S(=O)(=O)CCC(=O)OCc2cc(C)ccc2C)cc1
-0.9	-2.3	10.4	COCCCNC(=O)c1ccc(-c2nc3ccccc3nc2-c2ccccc2)cc1
-3.1	-3.7	2.3	COC(=O)c1cc2ccc(OC)cc2c2cc(OC)c(OC)cc12
-6.1	-1.6	3.6	CCOC(=O)C(Cc1c[nH]c2ccc([N+](=O)[O-])cc12)(NC(C)=O)C(=O)OCC
-2.2	-0.1	13.4	CCOc1ccc(OCC(=O)Nc2cccc(S(=O)(=O)NC3=NCCC3)c2)cc1
-4.5	0.1	-5.1	COc1cccc(NC(=O)CN(C)C(=O)c2cccc(S(=O)(=O)N3CC4(C)CC3CC(C)(C)C4)c2)c1 (centres undefined)
10.5	-0.6	15.2	O=C(NC1CCN(Cc2ccccc2)C1)c1cccc(S(=O)(=O)N2CCOCC2)c1 (centres undefined)
-2.8	0.9	-18.5	Cc1cc(C(=O)OCC(=O)N2CCOCC2)c(C)n1-c1ccccc1
-4.2	-1.5	36.0	Cc1ncc(COCc2ccccc2)c(CO)c1OCc1ccccc1
-5.0	2.3	13.6	CCOC(=O)c1ccc(N2C(=O)[C@@H](c3ccccc3)[C@H]2c2ccccc2)cc1
-1.6	-1.5	34.9	CCOC(=O)[C@H](CCc1ccccc1)N[C@@H](C)C(=O)N1CCC[C@@H]1C(=O)O
-4.1	0.6	-15.8	CN(CC(=O)NC(=O)NCc1ccccc1)CC(=O)Nc1ccc(Cl)c(Cl)c1
-8.6	2.1	13.3	O=C(OCCOc1ccc(Cl)cc1)c1cc(S(=O)(=O)N2CCCCC2)ccc1N1CCOCC1
-3.2	-0.4	23.1	Cc1cc(C)cc(N)c1
-5.0	0.1	-7.6	O=C(NC1(Cc2ccccc2)CCN(CCc2cccs2)C1=O)c1ccccc1 (centres undefined)

# Rewritten with two lines to a compound: entries from further up.
# Values run as follows: GalR3 antag, CRFR2-BP ag, CRFBP-R2 block
- Cc1cc(C(=O)OCC(=O)N2CCOCC2)c(C)n1-c1ccccc1
 : -2.8, 0.9, -18.5
- Cc1ncc(COCc2ccccc2)c(CO)c1OCc1ccccc1
 : -4.2, -1.5, 36.0
- CCOC(=O)c1ccc(N2C(=O)[C@@H](c3ccccc3)[C@H]2c2ccccc2)cc1
 : -5.0, 2.3, 13.6
- CCOC(=O)[C@H](CCc1ccccc1)N[C@@H](C)C(=O)N1CCC[C@@H]1C(=O)O
 : -1.6, -1.5, 34.9
- CN(CC(=O)NC(=O)NCc1ccccc1)CC(=O)Nc1ccc(Cl)c(Cl)c1
 : -4.1, 0.6, -15.8

# (further entries)
GalR3 antag	CRFR2-BP ag	CRFBP-R2 block	smiles
-3.0	1.5	89.3*	CC(=O)N1CCN(S(=O)(=O)c2cccc(C(=O)NCc3ccc(F)cc3)c2)CC1
-3.1	-0.9	2.4	CC(C)(C)OC(=O)C[C@H]1C/C=C\C[C@@H](CC(=O)NCCO)C(=O)N2CCC[C@H]2COC1=O
3.3	4.2	-6.6	Cc1ccc2nc(SCC(=O)NCc3ccco3)nc(=O)n2c1
-3.9	-0.5	-6.0	Cc1ccc(N2C(=O)N(CC(=O)N3c4ccccc4CC3C)C(=O)C2C)cc1 (centres undefined)
-4.4	0.7	9.9	Cn1cccc1C(=O)NCC1COc2ccccc2O1 (centres undefined)
-3.0	0.4	-2.0	CCCCN1C[C@H](c2ccc(OC)cc2)[C@@H](CC(=O)Nc2ccc(OC)cc2)C1=O
-4.1	2.6	-20.7	Cc1nc(C)n(C(Oc2ccc(Cl)cc2Cl)C(=O)C(C)(C)C)n1 (centres undefined)
-3.1	-1.2	-10.0	COc1cccc(NC(=O)COC(=O)c2c(NC(C)=O)sc(C)c2C)c1

# An excerpt from above in order of molecular weight, lowest first.
GalR3 antag	CRFR2-BP ag	CRFBP-R2 block	smiles
-4.4	0.7	9.9	Cn1cccc1C(=O)NCC1COc2ccccc2O1 (centres undefined)
-3.1	-1.2	-10.0	COc1cccc(NC(=O)COC(=O)c2c(NC(C)=O)sc(C)c2C)c1
-3.9	-0.5	-6.0	Cc1ccc(N2C(=O)N(CC(=O)N3c4ccccc4CC3C)C(=O)C2C)cc1 (centres undefined)

# The listing continues.
GalR3 antag	CRFR2-BP ag	CRFBP-R2 block	smiles
-2.9	3.4	-47.4	CCC(C)(C)c1nnc(NC(=O)CCC2CCCCC2)s1
-7.9	-0.8	-1.6	CCCCCC(=O)N1C[C@@H](O)[C@H](n2cc(COC(=O)c3ccccc3)nn2)C[C@@H]1c1ccc(C)cc1
-3.6	4.4	2.9	O=C(COC(=O)CCc1c[nH]c2ccccc12)Nc1ccccc1
-4.8	-2.1	7.3	CC1(c2ccccc2)NC(=O)N(CC(=O)N2CCN(S(=O)(=O)c3cccc(C(F)(F)F)c3)CC2)C1=O (centres undefined)
-3.7	0.2	9.3	O=C(CSC1=NS(=O)(=O)c2cc(Cl)ccc2N1)Nc1ccccc1C(F)(F)F
0.7	-2.2	7.4	COc1ccc(CCN2CC(C(=O)OCC(=O)c3c(N)n(CC(C)C)c(=O)n(C)c3=O)CC2=O)cc1OC (centres undefined)
-6.4	-0.6	2.9	CCOc1ccc(NC(=O)CNc2cccc(S(=O)(=O)N3CCCCCC3)c2)cc1OCC
-6.4	1.1	-23.8	COc1ccc(Cl)cc1NS(=O)(=O)c1cccc(C(=O)NC2CCN(Cc3ccccc3)CC2)c1
-5.7	-0.4	4.3	O=C(CS(=O)(=O)c1ccc(F)cc1)NCc1ccccc1
-5.1	4.3	13.2	C[C@@H]1CN([C@H](C)CO)C(=O)CCCn2nncc2CO[C@H]1CN(C)S(=O)(=O)c1ccc(-n2cccn2)cc1
-5.7	4.5	-3.1	CC1(C)OC2CC3C4CCC5=CC(=O)CCC5(C)C4(F)C(O)CC3(C)C2(C(=O)CO)O1 (centres undefined)
0.4	3.3	-2.5	COc1ccccc1NS(=O)(=O)c1cccc(C(=O)N/N=C(\C)c2cccnc2)c1
-3.7	-1.4	-0.3	COc1ccccc1-c1ccc2nnc(SCC(=O)N3CCCC3)n2n1
-4.6	6.7	-23.8	CC(=N)c1c(O)cc(C)oc1=O
-4.9	-1.6	13.3	CCN(C(=O)CSc1ccc(S(=O)(=O)N2CCOCC2)cn1)c1ccccc1
-4.0	-0.2	-7.4	COc1ccc(C(=O)c2c3ccccc3[n+]([O-])n2Cc2ccc(C(N)=O)cc2)cc1
-8.1	2.5	-1.8	COc1ccccc1-n1c(SCC(=O)N(C)C)nnc1-c1ccco1
2.7	-2.5	4.0	CC1CCc2cccc3c(O)cc(=O)n1c23 (centres undefined)
-1.5	-0.3	5.0	CCN1CCN(c2ccc(NC(=O)c3ccc(Cl)c(S(=O)(=O)N4CCCC4)c3)cc2)CC1
-6.9	0.5	0.9	COc1ccc(C(C)(C)C)cc1NC(=O)CCCN1C(=O)NC(C)(C)C1=O
-0.2	3.4	10.4	O=C(C1CCN(CCc2ccccc2)CC1)N1CCOCC1
-5.8	-1.3	3.6	COc1cc(CC(=O)OCC(=O)c2ccc[nH]2)cc(OC)c1OC
-3.8	8.2	-6.5	CCCN1CCc2c(sc(NC(=O)C3CCN(S(=O)(=O)c4cccs4)CC3)c2C(N)=O)C1
-5.9	0.0	15.9	O=C1CN(S(=O)(=O)c2ccccc2)CCN1
-2.6	-0.3	-7.9	CC(=O)NC(c1cccs1)c1cc(F)c2cccnc2c1O (centres undefined)
-6.3	-1.1	10.7	CC1CCN(C(=O)c2[nH]cnc2C(=O)Nc2ccccc2)CC1
1.9	-1.0	-10.6	COc1ccc(C)cc1NC(=O)C(OC(=O)c1cnccn1)c1ccccc1 (centres undefined)
-4.1	2.1	-3.9	CCOc1ncccc1C(=O)OCC(=O)Nc1cccc(S(=O)(=O)N2CCCCCC2)c1
-3.0	-1.4	19.3	CCCCCn1cnnc1SCC(=O)c1c(N)n(C2CC2)c(=O)[nH]c1=O
-2.6	0.3	4.3	COc1ccc(N2CCN(C(=O)COC(=O)CCOc3cc(C)ccc3C)CC2)cc1
-5.4	-0.2	-2.3	CS(=O)(=O)c1ccc(Cl)c(NC(=O)COC(=O)c2ccc(S(=O)(=O)N3CCCC3)cc2)c1
-5.6	-0.9	4.7	CCCCCC(=O)N1C[C@@H](O)[C@H](n2cc(C3CC3)nn2)C[C@@H]1c1ccc(C)cc1
-1.2	-0.2	14.0	O=C(COC(=O)COc1ccc(Cl)cc1Br)NC1CCCCCC1
-4.9	-0.1	-5.5	O=C(CCNS(=O)(=O)c1ccccc1C(F)(F)F)N1CCN(c2ccccc2O)CC1
-6.7	1.3	-12.1	O=C(CCC1CCN(C(=O)C2CC=CCC2)CC1)Nc1ccccc1 (centres undefined)
-1.8	5.4	28.9	COc1cc(C(C)=O)ccc1OCC(=O)Nc1cc(C)on1
0.3	-1.9	8.8	Cc1ccc(C(=O)N2CC=C(c3ccccc3)CC2)s1
-7.0	1.4	4.0	O=C(CN1C(=O)COc2ccc(Cl)cc21)Nc1nccs1
-4.5	-2.2	-0.1	COc1ccc(OC)c(NC(=O)COC(=O)Cc2ccsc2)c1
-5.8	14.3	-14.8	O=C1[C@H]2[C@@H](c3ccc(F)cc3)N3C(=O)N(c4cccc(F)c4)C(=O)[C@@]3(Cc3ccccc3)[C@H]2C(=O)N1C1CCCCC1
-4.1	0.4	3.3	Cc1ccc(S(=O)(=O)N2[C@@H](c3cccc(Cl)c3)C(C(=O)O)=CC[C@H]2c2ccc3c(c2)OCO3)cc1
0.9	-1.7	14.0	O=C(Nc1c(Cl)ccc2nsnc12)c1ccc(Br)o1
4.5	-1.0	4.4	CC(=O)c1ccc(NC(=O)C(C)OC(=O)C2CCN(c3ccc(C(F)(F)F)cn3)CC2)cc1 (centres undefined)
-1.8	1.8	-6.6	Cc1ccc(S(=O)(=O)NCCC(=O)N2CCCCCCC2)cc1
-6.6	1.0	6.9	CN(CCOc1ccccc1)C(=O)c1cc(S(=O)(=O)N2CCCCC2)ccc1Cl
-3.6	0.2	2.7	CCOc1ccc(C(=O)NCC(=O)OCC(=O)Nc2nnc(-c3ccccc3)o2)cc1
-5.0	-6.0	7.0	O=C1C=C(N2CCN(c3ccccn3)CC2)C(=O)c2c(O)ccc(O)c21
-6.0	0.3	-3.0	CCCn1c(SCC(=O)Nc2ccc(Cl)cc2F)nc(O)cc1=O
-3.6	-0.8	2.2	CCN(CC(=O)NCc1cccs1)C(=O)c1ccc(OC)c(OC)c1
-5.6	-1.1	2.3	Cc1ccc(NC(=O)COC(=O)c2c[nH]c3ccccc23)cc1C
1.1	-0.3	18.3	C[C@H](NC(=O)c1ccccc1Cl)C(=O)OCc1cn2cc(Cl)ccc2n1
103.9*	1.6	-4.1	Cc1ccc(CCNc2ncnc(Cl)c2N)cc1
-3.5	0.0	2.6	CC1CCCN(C(=O)c2ccc(NC(=O)CC3SC(N4CCCC4)=NC3=O)cc2)C1 (centres undefined)
2.2	0.0	-0.3	COc1ccc(NS(=O)(=O)c2ccc(O)c(NS(=O)(=O)c3ccc(NC(C)=O)cc3)c2)cc1
-3.8	-1.3	13.0	O=C(CCc1ccccc1)Nc1ccc(S(=O)(=O)NC2=NCCCCC2)cc1
-4.3	13.4	36.0	CCc1ccc([C@@H]2CC=C(C(=O)O)[C@H](c3ccc(Cl)cc3)N2S(=O)(=O)c2ccc(C)cc2)cc1
-1.8	-1.0	7.3	CN(C)c1ccc(/C=N/NC(=O)c2nnn(-c3nonc3N)c2CN2CCCCCC2)cc1
